# FadD28 binding: blocks FadD28 binding to the bisubstrate probe; fluorescence polarization; inhibition, % at 12.5 µM; hit rate 0.22% among 360,000; AID 588549; in the data active means inhibition above about 8.5%, passing the limit was not always enough; inconclusive means no clear call, values can overlap the other calls
# TcdB GH inh: blocks C. difficile toxin B glycohydrolase activity. P18177. hit rate 0.24% among 350,000. inhibition, % at 9.99 µM. TcdB glycohydrolase enzymatic assay, plate reader; in the data active means inhibition above about 10%
# BoNT-A LC inh2: inhibitors of Botulinum neurotoxin A light chain protease | multiplex microsphere protease substrate cleavage, flow cytometry | inhibition, % at 10 µM | hit rate 0.17% among 360,000 | AID 588499; further: plate controls were buffer without enzyme for full effect and enzyme alone for no effect
# Anthrax LF prot: anthrax lethal factor protease inhibition; P15917; multiplex microsphere protease cleavage assay, LF; inhibition, % at 10 µM; hit rate 0.12% among 360,000; AID 588501; further: plate controls were buffer without enzyme for full effect and enzyme alone for no effect
# Target sequence (P15917 whole entry, looked up): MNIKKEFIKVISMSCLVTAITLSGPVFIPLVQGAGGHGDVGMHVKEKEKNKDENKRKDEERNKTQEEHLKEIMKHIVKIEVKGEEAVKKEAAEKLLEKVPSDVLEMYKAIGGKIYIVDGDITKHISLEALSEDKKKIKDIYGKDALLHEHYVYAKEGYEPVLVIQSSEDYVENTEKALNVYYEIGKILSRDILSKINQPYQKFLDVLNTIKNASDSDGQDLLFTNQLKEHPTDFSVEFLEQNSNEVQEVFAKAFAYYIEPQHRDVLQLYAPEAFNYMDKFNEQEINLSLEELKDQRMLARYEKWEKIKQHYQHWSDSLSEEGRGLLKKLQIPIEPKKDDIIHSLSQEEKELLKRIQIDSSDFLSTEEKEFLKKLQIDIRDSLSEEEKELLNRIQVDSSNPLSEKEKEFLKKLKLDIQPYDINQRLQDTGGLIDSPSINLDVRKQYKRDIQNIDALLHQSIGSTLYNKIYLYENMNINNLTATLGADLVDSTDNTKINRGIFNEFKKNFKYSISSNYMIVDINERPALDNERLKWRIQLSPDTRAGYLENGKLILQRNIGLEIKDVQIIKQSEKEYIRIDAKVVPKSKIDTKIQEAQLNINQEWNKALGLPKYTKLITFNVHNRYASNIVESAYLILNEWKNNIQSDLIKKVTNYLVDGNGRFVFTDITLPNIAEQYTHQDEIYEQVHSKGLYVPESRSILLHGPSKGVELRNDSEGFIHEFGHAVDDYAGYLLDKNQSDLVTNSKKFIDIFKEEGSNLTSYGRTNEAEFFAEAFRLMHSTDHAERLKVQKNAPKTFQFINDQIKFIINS
# PfHsp40 yeast: restores yeast growth despite PfHsp40 toxicity; growth rescue, % at 12.5 µM; AID 504582; hit rate 0.68% among 340,000; S. cerevisiae expressing PfHsp40, growth rescue, ATP luminescence; in the data active means growth rescue above about 28%, passing the limit was not always enough; inconclusive means no clear call, values can overlap the other calls;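 further: yeast W303a lacking pdr1 and pdr3 grown in galactose medium; growth measured after three days at 30 °C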
# PrPC TRFRET: inhibitors of human cell surface prion protein PrPC. P04156. TR-FRET read-out. inhibition, % at 13.8 µM. hit rate 0.43% among 370,000. AID 720596; in the data active means inhibition above about 24%; further: 0% = median of the test wells and 100% = reference compound wells
# Yp Topo-I inh: blocks Yersinia pestis topoisomerase I activity. Y. pestis Topo-I cleavage product accumulation, plate reader. activity, % at 10 µM. hit rate 0.064% among 360,000. AID 504884; in the data active means activity above about 50%, passing the limit was not always enough; inconclusive means no clear call, values can overlap the other calls; further: inactives centre near 2
# CCHFV vOTU inh: blocks the CCHF virus ovarian tumor domain protease. hit rate 0.55% among 370,000. CCHFV vOTU protease, Pep-AMC fluorescence. inhibition, % at 11.5 µM; in the data active means inhibition above about 30%; further: 0% = vehicle wells with enzyme and 100% = no enzyme wells
# BoNT-F LC inh: inhibitors of Botulinum neurotoxin F light chain protease | Multiplex microsphere protease cleavage assay, flow cytometry | inhibition, % at 10 µM | hit rate 0.22% among 360,000 | AID 588497; in the data active means inhibition above about 35%, passing the limit was not always enough; inconclusive means no clear call, values can overlap the other calls; further: plate controls were buffer without enzyme for full effect and enzyme alone for no effect
# The depositor's hits bear a star; ? = inconclusive; · = not tested or not shown. Unless noted, no stated cut-off is given here; in the data, active means inhibition above about 30%; inconclusive means no clear call, values can overlap the other calls; inactive means below that.
SMILES,FadD28 binding,TcdB GH inh,BoNT-A LC inh2,Anthrax LF prot,PfHsp40 yeast,PrPC TRFRET,Yp Topo-I inh,CCHFV vOTU inh,BoNT-F LC inh
CC(NC(=O)COC(=O)c1ccc(CO)cc1)C1CC2CCC1C2 (stereo not given),-1.0,-1.4,-0.1,1,-0.5,5,0,-5,-5
COc1ccccc1NC(=O)c1sc2ncn(Cc3cccc4ccccc34)c(=O)c2c1C,-0.8,·,1.2,0,-1.1,3,5,1,4
O=C(O)c1cc(NS(=O)(=O)c2cccs2)cc(NS(=O)(=O)c2cccs2)c1,-2.5,1.9,-0.8,-4,-0.1,3,0,-5,-18
O=c1[nH]c2cc3c(cc2cc1CN(CCN1CCOCC1)C(=S)NCC1CCCO1)OCO3 (stereo not given),-1.9,0.8,-0.8,4,-0.9,-2,6,-27,0
N#CCCN(C(=S)Nc1ccc(S(=O)(=O)N2CCOCC2)cc1)c1ccccc1F,1.5,-2.8,-2.3,-1,-0.8,-4,-2,4,-7
Cc1ccc(OC(=O)c2cc3ccccc3o2)cc1,-3.0,·,0.1,0,-2.2,3,9,8,3
COc1ccc(C)cc1Nc1ccc(C(=O)O)cc1[N+](=O)[O-],0.3,0.4,0.4,-2,-1.1,2,6,-13,0
CN1CCc2c(sc(/N=C/c3c[nH]c4ccccc34)c2C#N)C1,-2.9,0.8,·,·,·,16,-10,-19,·
Cc1cc(Cl)ccc1NC(=O)NC1CCN(S(=O)(=O)c2ccc(F)cc2)CC1,-1.7,·,1.1,-4,0.8,3,1,7,?
C=CCN(CC=C)C(=O)c1ccc2nc(Cc3ccc(OC)c(OC)c3)oc2c1,-1.0,0.3,4.8,4,0.2,13,14,7,?
CC(=O)OCCNc1cc(SCc2ccco2)c2nonc2c1[N+](=O)[O-],-1.2,·,0.9,-2,0.1,·,8,·,-1
COc1cc(C)c(NC(=S)NCCCN2CCOCC2)cc1OC,0.0,-0.1,0.3,2,2.6,8,5,-5,-1
COc1cc(OC)cc(-c2cc3nc(C)c(CCC(=O)O)c(=O)n3[nH]2)c1,-0.4,2.3,-0.2,-4,0.8,-4,3,-2,-3
CCCNC(=O)c1cccc(NC(=O)C(C)C)c1,-1.4,-1.1,-1.8,-3,0.0,9,-2,6,-12
C/C(CC(=O)Nc1ccc([N+](=O)[O-])cc1)=N/NC(=O)C1C2CCCCC21 (stereo not given),-4.9,-0.1,-0.6,-4,0.1,-13,2,-4,-5
O=C1NC[C@@H](CCCCN2C[C@H](Cc3ccc(O)cc3)N(Cc3ccccc3)C(=O)C2=O)N(CCc2ccc(O)cc2)C1=O,·,1.8,-0.3,5,·,0,·,-6,8
c1cnn2c(-c3ccc4c(c3)CCO4)cnc2c1,-1.4,-0.4,-0.2,2,·,-14,2,5,0
CCOC(=O)c1c(NCc2ccc3c(c2)OCO3)c2ccccc2[nH]c1=O,-1.3,·,1.8,-2,1.2,1,8,4,15
CN(Cc1ccc(Cl)c(Cl)c1)C(=O)c1[nH]c(C(F)(F)F)nc1-c1ccccc1,-3.6,-1.7,0.4,-1,·,7,·,10,-8
Cc1ccc(S(=O)(=O)N2C[C@H]3C(=O)C[C@@H]4C(=O)N(c5ccccc5)C(=O)[C@@H]4[C@@H]3C[C@H]2c2cccs2)cc1,-3.0,0.4,-0.1,2,·,9,·,-12,2

# Some of the entries so far, with two lines to a compound:
# Below each SMILES – FadD28 binding, TcdB GH inh, BoNT-A LC inh2, Anthrax LF prot, PfHsp40 yeast, PrPC TRFRET, Yp Topo-I inh, CCHFV vOTU inh, BoNT-F LC inh
COc1cc(OC)cc(-c2cc3nc(C)c(CCC(=O)O)c(=O)n3[nH]2)c1
 : -0.4, 2.3, -0.2, -4, 0.8, -4, 3, -2, -3
CCCNC(=O)c1cccc(NC(=O)C(C)C)c1
 : -1.4, -1.1, -1.8, -3, 0.0, 9, -2, 6, -12
C/C(CC(=O)Nc1ccc([N+](=O)[O-])cc1)=N/NC(=O)C1C2CCCCC21 (stereo not given)
 : -4.9, -0.1, -0.6, -4, 0.1, -13, 2, -4, -5
O=C1NC[C@@H](CCCCN2C[C@H](Cc3ccc(O)cc3)N(Cc3ccccc3)C(=O)C2=O)N(CCc2ccc(O)cc2)C1=O
 : ·, 1.8, -0.3, 5, ·, 0, ·, -6, 8

# Next records.
SMILES,FadD28 binding,TcdB GH inh,BoNT-A LC inh2,Anthrax LF prot,PfHsp40 yeast,PrPC TRFRET,Yp Topo-I inh,CCHFV vOTU inh,BoNT-F LC inh
COc1ccc(NS(=O)(=O)c2cc(NC(=O)COc3ccccc3F)ccc2OC)cc1,-2.5,-0.3,-0.3,-10,0.3,0,21,2,-1
COC(=O)C(C)Oc1cc(OC(C)C(=O)OC)c2c(C)c(Cl)c(=O)oc2c1 (stereo not given),-7.2,·,0.1,1,-0.6,19,10,-235,1
CCNC(=S)NNc1nncc2ccccc12,-0.9,-2.5,0.0,2,-1.9,1,3,19,-2
CN(C)c1ccc(/C=N/NC(=O)c2ccco2)cc1,-4.1,0.1,0.2,-1,-0.3,3,-6,2,-10
O=C(CSc1nc2ccccc2n1CC(=O)N1CCCC1)Nc1ccc2c(c1)OCO2,-0.5,·,1.6,1,-0.6,11,-6,4,-4
CCc1nnc(NC(=O)CSc2nnc(-c3ccoc3C)n2CC(C)C)s1,-0.8,·,0.8,0,0.1,-3,19,12,16
O=C(NCCO)/C(=C\c1ccc2c(c1)OCO2)NC(=O)c1ccc(Br)cc1,1.2,·,-0.1,-2,1.2,-8,2,-6,-11
Cc1ccc(-n2ncc3c(NNC(=O)c4ccco4)ncnc32)cc1Cl,1.5,1.8,0.5,-2,-0.2,-2,-1,-1,-4
CC1CN(C(=O)c2cccc(NS(=O)(=O)c3ccc(Br)cc3)c2)CC(C)O1 (stereo not given),0.9,0.0,-0.5,2,·,8,-3,-15,0
Cn1c(COc2ccccc2)nnc1SCC(=O)Nc1ccc2c(c1)OCO2,-1.7,-1.5,-0.1,0,1.2,18,7,-19,0
Cc1c(C)c2ccc(OCC(=O)c3ccccc3)cc2oc1=O,0.6,-1.7,-1.9,3,0.9,-1,-4,-7,-5
COc1ccc(C(CNC(=O)c2cc(C)on2)N(C)C)cc1 (stereo not given),1.8,1.8,-2.3,4,-1.2,-4,-12,4,-16
COc1cccc(NC(=O)c2cc(Cl)nnc2Cl)c1,0.0,0.3,0.0,1,-0.1,-8,-9,5,0
CC(=O)c1ccc(OCC(=O)c2cc(C)n(-c3ccc4c(c3)OCO4)c2C)cc1,-0.6,0.3,-1.0,1,-0.6,-2,19,-3,-4
O=C1CN(C(=O)COC(=O)c2cccnc2Cl)c2ccccc2N1,-0.6,1.3,-1.9,-2,-1.1,3,1,7,9
CCOC(=O)c1c(NC(=O)Cn2nc(C(F)(F)F)cc2C)sc(C)c1C,-0.3,·,-0.6,-4,0.9,-2,-5,-14,-4
COC(=O)c1c(C(C)=O)c(C)n(C)c1C,0.4,2.0,-0.3,-2,0.2,-9,-4,-5,-4
O=C(O)c1ccc(NN=Cc2cc(=O)[nH]c(=O)[nH]2)cc1,-3.7,-1.3,0.2,0,0.5,-1,-2,4,0
CCCCNS(=O)(=O)c1ccc(NC(=O)Cc2ccccc2[N+](=O)[O-])cc1,1.4,0.8,-0.2,-2,-0.3,-1,12,-9,-2
Cc1ccc(NC(=O)CN(C)C(C)C(=O)N2CC(C)CC(C)C2)cc1 (stereo not given),·,0.0,-1.7,4,0.4,6,3,0,2

# 4 compounds from above, limited to Anthrax LF prot, Yp Topo-I inh and PrPC TRFRET:
Molecule | Anthrax LF prot | Yp Topo-I inh | PrPC TRFRET
CC(NC(=O)COC(=O)c1ccc(CO)cc1)C1CC2CCC1C2 (stereo not given) | 1 | 0 | 5
COc1ccccc1NC(=O)c1sc2ncn(Cc3cccc4ccccc34)c(=O)c2c1C | 0 | 5 | 3
O=C(O)c1cc(NS(=O)(=O)c2cccs2)cc(NS(=O)(=O)c2cccs2)c1 | -4 | 0 | 3
O=c1[nH]c2cc3c(cc2cc1CN(CCN1CCOCC1)C(=S)NCC1CCCO1)OCO3 (stereo not given) | 4 | 6 | -2

# Next entries follow:
SMILES,FadD28 binding,TcdB GH inh,BoNT-A LC inh2,Anthrax LF prot,PfHsp40 yeast,PrPC TRFRET,Yp Topo-I inh,CCHFV vOTU inh,BoNT-F LC inh
O=C(OCn1nnc2ccccc2c1=O)c1ccc(F)c(S(=O)(=O)N2CCOCC2)c1,-4.7,1.3,-0.1,-4,·,5,6,-12,3
Cc1cc(C)n(-c2ccc(C(=O)Oc3ccc4c(c3)OCO4)cc2)n1,0.2,·,0.1,-6,-1.6,3,-2,1,-6
COc1ccc(CNC(=O)CCNC(=O)N2CC(=O)Nc3ccccc32)cc1,0.3,0.1,-0.2,-2,·,-7,-6,-1,-3
CCCc1nc2ccccc2c(=O)n1/N=C/c1ccc(O)c(O)c1,0.0,·,0.5,-10,6.6,0,1,10,-2
Cn1c(C(=O)NCCc2c[nH]c3ccccc23)cc2sccc21,-0.5,1.7,-1.5,-10,-1.3,0,-8,7,-7
Cc1nn(CC(=O)NCCCN2CCCC2=O)c(C)c1[N+](=O)[O-],-1.5,0.6,-0.4,-8,·,-4,7,-5,-2
CCOc1ccc(NC(=O)CN(C)C(=O)CC(NC(=O)c2ccccc2)c2ccccc2)cc1OCC (stereo not given),-3.9,1.0,·,·,0.5,-5,-3,4,·
CCN(N=O)c1ccc(C=C2C=Cc3ccccc32)cc1,-3.9,0.1,-0.2,-7,1.8,-4,12,6,-13
O=C(CNC(=O)c1cccc(Cl)c1)N/N=C/c1cccnc1,-1.0,1.1,5.6,26,-1.3,-3,-6,-5,?
Cc1ccccc1NC(=S)Nc1cccc([N+](=O)[O-])c1,1.9,0.0,0.3,-1,1.5,-2,5,-8,1
O=C(CN1C(=O)c2ccccc2S1(=O)=O)N1CCN(c2ccccc2)CC1,-2.3,0.0,-0.8,0,-1.4,·,9,·,-11
Nn1c(SCC(=O)Nc2ccccc2F)nnc1C1CCCCC1,-2.7,1.2,0.2,-2,0.0,-6,1,1,0
Cc1sc(NC(=O)c2cccs2)nc1-c1ccccc1,-3.0,·,2.2,4,-0.5,10,-2,4,5
COc1ccc(CCNC(=O)C2CCCN(c3nc(C)cc(C)n3)C2)cc1 (stereo not given),-1.9,0.4,-0.4,-2,0.7,1,-5,4,-5
COc1ccccc1N1CCN(C(=O)CCCn2c(=S)[nH]c3ccccc3c2=O)CC1,-0.3,0.4,-0.4,-4,·,-2,11,-1,1
Cc1ccc(S(=O)(=O)N(CCO)Cc2cc3ccc(C)c(C)c3[nH]c2=O)cc1,-3.9,·,0.4,-1,-0.1,-6,12,-4,6
CC(Cc1ccccc1)C(=O)N(C)Cc1ccccc1 (stereo not given),-0.9,0.6,0.9,6,-0.3,10,6,-1,1
CCn1ncc(Br)c1C(=O)Nc1ccc(F)c([N+](=O)[O-])c1,0.2,-0.3,-0.8,-1,0.6,-21,-6,0,3
CCCCCCN1C(=O)CC(NC(=O)OCC2c3ccccc3-c3ccccc32)C/C=C\C1C(C)C (stereo not given),-1.6,-4.1,-0.4,-4,-1.1,5,15,8,-2
O=C(Nc1ccc(Br)cn1)c1ccc([N+](=O)[O-])o1,-0.7,1.4,-0.8,0,0.6,1,-4,-3,-2
CCCCOc1ccc(S(=O)(=O)Nc2ccc(NC(C)=O)cc2)cc1,-1.4,·,1.4,-2,-1.1,3,-10,-4,0
S=C(Nc1ccccc1)Nc1nccs1,·,1.7,-3.6,7,0.9,11,5,1,-12
COc1ccc(NC(=O)c2ccc(S(=O)(=O)C(F)F)cc2)c(OC)c1,0.6,0.6,-0.3,-3,-1.3,1,3,0,3
CC(C)OCCCN(C)C1CCN(S(=O)(=O)c2ccc(-c3cc(C(F)(F)F)no3)s2)CC1,1.3,1.9,1.1,1,-0.4,-12,8,16,-2
O=C(Nc1ccccc1SC(=O)c1ccccc1)c1ccccc1,-3.6,1.6,-0.3,-5,·,5,16,-3,-9

# Screens (PubChem BioAssay)
